Bioassay records (PubChem BioAssay)
GC-B act: GC-B (human) receptor activation; P20594; HEK293-GC-B cells, CNP EC30, cGMP TR-FRET; 0% at EC30 CNP, 100% saturating CNP; activation, % at 10 µM; hit rate 0.11% among 370,000;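 active means activation at 10 µM reaching about 35% in either raw or pattern-adjusted values, limit read from the data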
PG9 Ab binder: PG9 antibody binding by small molecule; TR-FRET gp120-PG9 antibody binding; inhibition, % at 6.7 µM; hit rate 0.43% among 360,000; in the data active means inhibition above about 8.5%
HTRA1 inhibitor: HTRA1 (human) protease inhibition; hit rate 0.5% among 340,000; Q92743; AID 504803; inhibition, % at 5.96 µM; recombinant HTRA1, FP-rhodamine activity-based probe, fluorescence polarization; in the data active means inhibition above about 36%;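 further: 0% = enzyme with DMSO and 100% = wells lacking enzyme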
ASAP1 GAP inh: inhibitors of human ASAP1 ArfGAP activity. inhibition, % at 16.5 µM. ASAP1-stimulated ARF1 GTP hydrolysis, GDP FP detection. hit rate 0.19% among 360,000. Q9ULH1; in the data active means inhibition above about 25%;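 further: 0% = vehicle with enzyme and substrate and 100% = no enzyme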
Rev-erbA mod: modulators of human Rev-erb alpha DNA binding. P20393. activity, % at 10 µM. hit rate 0.79% among 370,000. Rev-erbα–FITC-DNA binding, fluorescence polarization, 90 min;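 active means activity above about 14%, limit read from the data; passing the limit was not always enough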;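 further: 0% = DMSO wells with 35 nM protein and 100% = DMSO wells with 750 nM protein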
rCAG binder: binds r(CAG) RNA repeats; inhibition, % at 3 µM; r(CAG) RNA repeat, TO-PRO-1 dye displacement fluorescence; AID 651821; hit rate 1.3% among 370,000;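 active means inhibition above the plate cutoff, the mean of all test compounds on that plate plus 3 SD, cut at about 35% in these data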;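 further: 0% = DMSO alone and 100% = 100 µM mitoxantrone as full dye displacement; higher means more dye released from RNA so lower well fluorescence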
SMARCA2 activ: activators of SMARCA2 function; MG213 cells, MMTV-luciferase reporter, dexamethasone, overnight; activation, % at 9.1 µM; hit rate 1% among 370,000; in the data active means activation above about 7.8%;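 further: 0% = vehicle wells and 100% = reference activator wells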
NPR1 activator: GC-A (human) enzyme activation; hit rate 0.14% among 370,000; activation, % at 10 µM; HEK293 GC-A cells, cGMP TR-FRET, EC30 ANP; 0% at EC30 ANP, 100% saturating ANP; in the data active means activation above about 40%
Target sequence (P16066 whole entry, looked up): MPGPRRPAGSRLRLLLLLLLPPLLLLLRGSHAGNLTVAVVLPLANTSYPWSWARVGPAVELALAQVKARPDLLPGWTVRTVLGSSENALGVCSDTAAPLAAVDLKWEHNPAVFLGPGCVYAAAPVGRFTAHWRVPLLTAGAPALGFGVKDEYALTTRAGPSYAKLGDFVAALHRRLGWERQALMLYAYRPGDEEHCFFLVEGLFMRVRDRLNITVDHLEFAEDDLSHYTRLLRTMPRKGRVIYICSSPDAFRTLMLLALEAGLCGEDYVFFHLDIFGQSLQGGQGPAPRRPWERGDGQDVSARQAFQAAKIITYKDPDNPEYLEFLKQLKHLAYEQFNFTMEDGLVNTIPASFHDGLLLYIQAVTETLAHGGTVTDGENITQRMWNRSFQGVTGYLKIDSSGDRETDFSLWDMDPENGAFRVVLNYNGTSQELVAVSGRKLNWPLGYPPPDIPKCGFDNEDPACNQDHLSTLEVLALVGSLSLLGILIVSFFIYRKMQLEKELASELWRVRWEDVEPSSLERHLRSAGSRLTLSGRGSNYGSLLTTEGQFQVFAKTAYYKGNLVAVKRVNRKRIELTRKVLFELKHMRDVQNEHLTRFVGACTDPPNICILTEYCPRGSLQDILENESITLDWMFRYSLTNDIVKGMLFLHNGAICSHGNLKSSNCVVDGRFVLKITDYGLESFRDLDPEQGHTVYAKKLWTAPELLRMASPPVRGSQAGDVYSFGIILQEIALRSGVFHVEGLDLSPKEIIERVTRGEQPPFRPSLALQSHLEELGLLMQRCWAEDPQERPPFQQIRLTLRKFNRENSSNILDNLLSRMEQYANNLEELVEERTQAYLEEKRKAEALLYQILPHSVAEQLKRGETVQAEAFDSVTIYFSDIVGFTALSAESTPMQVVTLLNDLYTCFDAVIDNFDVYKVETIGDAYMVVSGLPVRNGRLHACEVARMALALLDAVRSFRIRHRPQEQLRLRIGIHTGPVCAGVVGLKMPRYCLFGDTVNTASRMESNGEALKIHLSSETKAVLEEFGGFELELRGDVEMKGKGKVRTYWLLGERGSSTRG
ARFGAP1 inhibitor: inhibitors of rat ARFGAP1; Arfgap1-stimulated ARF1 GTP hydrolysis, GDP FP detection; Q62848; inhibition, % at 16.5 µM; hit rate 0.26% among 360,000;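 active means inhibition above a per-plate limit, mean inhibition of low control wells plus 3 SD, cut at about 25% in these data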;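 further: 0% = DMSO wells with enzyme and 100% = wells lacking Arfgap1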
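Repeats: one replicate per compound; assay system: rat Arfgap1 catalytic domain, aa 1-136; times: enzyme reaction 120 min at 25 °C after 20 min preincubation; detection: FP of antibody-bound GDP Alexa 633 tracer, ex 620/em 688 nm; benchmarks: high control wells lacking Arfgap1, low control full reaction with DMSO; reagent: human ARF1(Δ1-17)-GTP substrate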
ABHD4 inh: ABHD4 (mouse) inhibition, primary FP screen | Q8VD66 | purified mABHD4, FP-Rh probe fluorescence polarization | inhibition, % at 8.92 µM | hit rate 0.54% among 370,000;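 active means inhibition exceeding the mean over every tested compound plus 3 SD, cut at about 30% in these data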;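 further: 0% = plate median of compound wells and 100% = S159A mutant with DMSO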
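Test system: mABHD4 protein; Read-out basis: % inhibition; Incubation: 45 min + 60 min at 25 °C; Repeats: single replicate; Technique: fluorescence polarization with parallel and perpendicular emission, 525/598 nm; Compound: 8.92 µM, single dose; Benchmarks: full inhibition S159A mutant plus DMSO, zero as sample-well median.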
* marks the source's active call; other numbers are inactive results; . = not tested or not shown.

SMILES	GC-B act	PG9 Ab binder	HTRA1 inhibitor	ASAP1 GAP inh	Rev-erbA mod	rCAG binder	SMARCA2 activ	NPR1 activator	ARFGAP1 inhibitor	ABHD4 inh
Cc1occc1C(=O)NNS(=O)(=O)c1ccc(Cl)cc1	-3	-0.6	3	-1	-8	-2	-3	-8	2	-7
Fc1cccc(NC(=S)NCc2cccnc2)c1	0	-2.1	-2	5	-4	-2	-1	0	5	2
COc1ccc2c(C)cc(N3CCN(c4ccc(F)cc4)CC3)nc2c1	1	0.9	-9	0	-1	3	0	-1	-3	-3
Cc1c(NC(=S)NC(NC(=O)C(C)(C)C)C(Cl)(Cl)Cl)c(=O)n(-c2ccccc2)n1C (configuration not stated)	0	-1.1	1	5	0	-4	0	6	12	6
Clc1cccc(Cn2ncc3ccccc32)c1	-4	-0.1	-5	-1	2	-5	1	-14	-2	-6
CN(Cc1nc2ccccc2c(=O)[nH]1)C(=O)c1cc(C2CC2)nn1-c1ccccc1	6	1.9	-7	-12	-6	1	-2	-3	-9	4
COc1cc(CN(C)Cc2ccccc2)cc(OC)c1O	6	-1.1	4	-13	2	1	-5	3	-7	6
O=C(O)CCCC(=O)Nc1ccc(Oc2ncnc3cc(Cl)ccc23)nc1	4	0.0	19	-30	-3	3	-1	7	2	3
COc1ccccc1NCC(=O)c1ccc(C)c(C)c1	3	-3.4	-4	2	-2	8	0	2	7	-1
CN(C)c1ccc(-c2sc(Nc3ccccc3)n[n+]2-c2ccc(F)cc2)cc1	-14	-0.5	0	2	1	7	3	-6	-2	1
O=C(Cn1cc(C(=O)c2ccco2)c2ccccc21)Nc1ccccc1	2	0.4	-23	8	-1	3	2	-1	3	-4
CC(C(=O)OCC(=O)Nc1cccc(S(=O)(=O)N2CCOCC2)c1)N1C(=O)c2ccccc2C1=O (configuration not stated)	-1	-0.4	20	9	4	1	-1	-2	6	-1
CC(C)(C)c1ccc(Oc2cccc(C3CC(=O)C(C4NCCc5ccccc54)C(=O)C3n3cncn3)c2)cc1 (configuration not stated)	7	0.4	-39	-10	4	9	-4	5	-3	2
CN(CCOC(=O)c1cccs1)C1CN(Cc2cn(Cc3ccccc3Cl)nn2)S(=O)(=O)C1 (configuration not stated)	4	.	.	.	-3	2	1	3	.	-8
COC(=O)c1ccc(-c2nc3cc(Cl)c(N)cc3s2)cc1	12	-2.4	0	3	-1	1	6	51*	2	-2
COc1cc(/C=N/NC(=O)c2cc(-c3ccccc3)nc3ccccc23)cc(OC)c1O	-1	-0.8	-8	12	2	16	-2	6	13	-8
CCc1cc(-c2n[nH]c(C)c2Oc2ccc(C(C)C)cc2)c(O)cc1O	7	0.9	31	0	-4	15	-3	0	23	3
Cn1c(C2CCCCC2)nc2ccccc21	-2	2.5	-3	-1	1	6	-2	1	9	2
O=C(Cn1nnc(-c2ccccc2)n1)N/N=C/c1cccc([N+](=O)[O-])c1O	-3	-3.5	.	9	5	3	-1	-3	5	6
Cc1ccc2c(CC(=O)N3CCOCC3)coc2c1	-1	-0.8	5	-4	-3	-2	0	-2	1	0
CCN(CC)CCNC(=O)c1c(O)c2cccc3c2n(c1=O)CCC3	0	-1.4	7	-13	-5	-1	1	-5	-5	6
CC(C)(C)NC(=O)Cn1c(=O)n(CC(=O)NC(C)(C)C)c2ccccc21	6	0.5	3	3	3	-4	-2	4	13	3
CN(C(=O)CSc1nc(C2CC2)nc2ccccc12)c1nc(-c2ccccc2)cs1	-1	0.9	-4	-4	5	1	-3	-1	0	-5
COc1ccc(-c2noc(COc3ccc4c(c3)OCO4)n2)cc1	2	2.1	1	3	4	-3	-3	0	-1	2
CCC(=O)Nc1ccc(C(=O)N/N=C/c2cc(Br)c(OC)cc2OC)cc1	-1	-2.4	-4	15	6	2	0	-5	24	-7
CCOc1ccc(S(=O)(=O)NCCC(=O)NCCc2ccc(C(C)C)cc2)cc1	-3	-0.4	-14	0	0	-3	-4	-3	11	-12
Cc1cc(C)c2[nH]c(=O)c(=O)[nH]c2c1	1	0.4	0	6	0	-1	-2	2	7	4
Cc1ccccc1Oc1cc(-n2ncc(Cl)c(Cl)c2=O)ncn1	32	-0.1	-3	-9	-2	-4	11*	33	1	-11
CCN(Cc1ccccc1)C(=O)Cn1cc2c(n1)CCCC2	-3	0.2	-5	-4	-4	3	-1	-2	-8	-5
Cc1cccc(OCC(O)CN2C(C)(C)CC(O)CC2(C)C)c1 (configuration not stated)	-7	0.0	1	-7	6	-7	0	-3	-2	7
Cc1cccc(NS(=O)(=O)c2cc3c4c(c2)C(C)C(=O)N4CCC3)c1 (configuration not stated)	-2	-1.3	-2	22	-1	18	-1	-4	-7	9
COc1ccc(C2=NN(C(=O)c3cccs3)C(O)(C(F)(F)F)C2)cc1 (configuration not stated)	-11	0.1	-25	8	0	6	2	0	10	-17
CC1=C(C(=O)N2CCOCC2)CC(CC(=O)NCc2cccc3ccccc23)C(=O)N1Cc1ccc(C(C)(C)C)cc1 (configuration not stated)	-2	1.9	.	8	0	5	-5	1	2	1
O=C(NCc1cccnc1)c1cc(-c2ccccc2)on1	-4	-1.4	0	7	-4	-3	3	18	-1	-4
CC(=O)c1cccc(N(CC(=O)N2CCOCC2)S(C)(=O)=O)c1	5	0.5	1	-5	-3	1	1	0	0	6
COc1ccc(N2C(=O)C(Cl)=C(N3CCN(Cc4ccccc4)CC3)C2=O)cc1	-2	.	-1	.	4	.	.	0	.	.
CC(C)(C)C1CCc2sc(C(=O)NNC(=O)CCl)cc2C1 (configuration not stated)	-5	-0.6	4	-5	-1	-4	-9	-7	1	-7
O=C(CN1CCCCC1)N/N=C/c1ccc(Cl)cc1	1	-0.8	4	13	0	-2	4	5	2	5
Cc1cccc(-c2c(NC(=O)c3ccco3)oc3c(C)cccc3c2=O)c1	0	-1.3	-1	-3	-6	0	0	-6	8	-5
Nc1nc(NCc2ccccc2)nc(NCc2ccccc2)c1[N+](=O)[O-]	7	0.0	-5	-1	-2	2	-4	5	2	-13

Compounds listed so far containing two or more sulfur atoms:
SMILES	GC-B act	PG9 Ab binder	HTRA1 inhibitor	ASAP1 GAP inh	Rev-erbA mod	rCAG binder	SMARCA2 activ	NPR1 activator	ARFGAP1 inhibitor	ABHD4 inh
CN(CCOC(=O)c1cccs1)C1CN(Cc2cn(Cc3ccccc3Cl)nn2)S(=O)(=O)C1 (configuration not stated)	4	.	.	.	-3	2	1	3	.	-8
CN(C(=O)CSc1nc(C2CC2)nc2ccccc12)c1nc(-c2ccccc2)cs1	-1	0.9	-4	-4	5	1	-3	-1	0	-5

More entries follow:
SMILES	GC-B act	PG9 Ab binder	HTRA1 inhibitor	ASAP1 GAP inh	Rev-erbA mod	rCAG binder	SMARCA2 activ	NPR1 activator	ARFGAP1 inhibitor	ABHD4 inh
O=C(NCCc1ccccc1)c1noc2c1CCc1ccccc1-2	-2	3.4	0	-9	4	-1	0	-3	1	-9
COc1ccc2[nH]c(=O)c(CN(Cc3ccc4c(c3)OCO4)C(C)=O)cc2c1	-9	0.4	3	-14	2	0	0	-2	-4	4
CCOc1ccc(N(C)S(=O)(=O)c2cc(-c3cc(C)no3)ccc2C)cc1	0	-3.9	-20	-15	-1	2	-7	-2	6	-16
COc1cccc(/C=C2\SC(=O)N(CC(=O)NCCCn3ccnc3)C2=O)c1	1	0.0	-4	-11	0	-3	4	-1	5	2
Cc1ccc(NC(=O)c2ccc3c(c2)S(=O)(=O)c2ccccc2C3=O)cc1S(=O)(=O)N1CCOCC1	4	-4.1	-5	-6	7	6	4	4	6	-2
Nc1nc(-c2ccco2)nn1C(=O)c1ccccc1Cl	0	-2.5	-2	-1	-3	-3	-4	-1	13	5
COc1ccc(Cl)cc1NC(=O)CN(C)C(=O)Cc1ccc2c(c1)CCC2	-5	0.7	-7	-8	-5	-6	-1	-8	-3	0
COC(=O)c1ccc2c(c1)N(C)C(=O)CS2	4	0.0	1	5	0	-2	0	3	2	8
COc1cccc(NC(=O)c2ccc(NC(C)=O)cc2)c1	-4	1.1	-2	-3	-2	2	-2	-3	6	-3
O=C(COC(=O)c1ccccc1SCC(=O)N1CCCC1)Nc1ccccc1C(F)(F)F	0	-1.0	1	-14	0	-8	1	0	9	1
O=C(c1cnn2c1NC(c1ccc(Br)cc1)CC2C(F)(F)F)N1CCN2CCCC2C1 (configuration not stated)	-2	1.2	-7	0	0	-7	-2	2	17	3
N#CC1=C(N)Oc2cc(N)ccc2C1c1ccc(F)cc1F (configuration not stated)	3	-2.0	9	3	4	2	-1	23	-5	21
O=C(N/N=C/c1cccc([N+](=O)[O-])c1)c1cccs1	-3	-1.0	8	-4	-2	0	1	4	5	-11
O=C(C1CCCCC1)N1CCC2CC1c1cc(N3CCCCC3)ccc12 (configuration not stated)	4	-0.5	2	13	3	3	-7	0	-2	-6
COC(=O)C1CC2(C(=O)OC)CC(C(=O)OC)(CC(C(=O)OC)C2=O)C1=O (configuration not stated)	-6	0.4	-4	2	6	2	-1	-4	0	2
CN(Cc1ccon1)Cc1cn(C)nc1-c1ccc(Oc2ccccc2)cc1	4	0.3	-1	20	2	-9	-3	1	2	-6

Compounds listed so far that have fluorine, in the order listed:
SMILES	GC-B act	PG9 Ab binder	HTRA1 inhibitor	ASAP1 GAP inh	Rev-erbA mod	rCAG binder	SMARCA2 activ	NPR1 activator	ARFGAP1 inhibitor	ABHD4 inh
Fc1cccc(NC(=S)NCc2cccnc2)c1	0	-2.1	-2	5	-4	-2	-1	0	5	2
COc1ccc2c(C)cc(N3CCN(c4ccc(F)cc4)CC3)nc2c1	1	0.9	-9	0	-1	3	0	-1	-3	-3
CN(C)c1ccc(-c2sc(Nc3ccccc3)n[n+]2-c2ccc(F)cc2)cc1	-14	-0.5	0	2	1	7	3	-6	-2	1
COc1ccc(C2=NN(C(=O)c3cccs3)C(O)(C(F)(F)F)C2)cc1 (configuration not stated)	-11	0.1	-25	8	0	6	2	0	10	-17
O=C(COC(=O)c1ccccc1SCC(=O)N1CCCC1)Nc1ccccc1C(F)(F)F	0	-1.0	1	-14	0	-8	1	0	9	1
O=C(c1cnn2c1NC(c1ccc(Br)cc1)CC2C(F)(F)F)N1CCN2CCCC2C1 (configuration not stated)	-2	1.2	-7	0	0	-7	-2	2	17	3
N#CC1=C(N)Oc2cc(N)ccc2C1c1ccc(F)cc1F (configuration not stated)	3	-2.0	9	3	4	2	-1	23	-5	21
